Screening data: PubChem BioAssay, The Scripps Research Institute Molecular Screening Center
OX1R antag-1 – antagonists of human orexin 1 receptor (OX1R). OX1R-expressing cells, FRET antagonist read-out. inhibition, % at 6.6 µM. actives 1.8% (n = 330,000). AID 485270; in the data active means inhibition mostly above about 38%, no sharp cut-off; inactive means mostly below about 40%;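 further: 0% = agonist challenge alone and 100% = reference antagonist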
Target sequence (O43613 whole entry, looked up): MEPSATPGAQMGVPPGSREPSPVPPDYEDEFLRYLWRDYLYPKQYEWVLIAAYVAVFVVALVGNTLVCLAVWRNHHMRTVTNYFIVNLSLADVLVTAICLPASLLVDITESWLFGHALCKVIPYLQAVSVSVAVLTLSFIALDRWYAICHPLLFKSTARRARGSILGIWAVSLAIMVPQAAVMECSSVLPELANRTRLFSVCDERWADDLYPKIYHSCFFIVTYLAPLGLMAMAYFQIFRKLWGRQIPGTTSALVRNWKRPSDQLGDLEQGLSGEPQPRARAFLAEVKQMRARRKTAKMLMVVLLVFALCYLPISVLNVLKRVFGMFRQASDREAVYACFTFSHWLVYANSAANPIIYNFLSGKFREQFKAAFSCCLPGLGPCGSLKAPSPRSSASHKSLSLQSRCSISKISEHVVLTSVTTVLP
OX1R antag-2 – human HCRTR1 antagonism; O43613; CHO/OX1R cells, Fluo-8 calcium fluorescence, orexin A; inhibition, % at 5 µM; actives 0.43% (n = 330,000); AID 434989;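 active means inhibition above its plate's threshold, mean inhibition of all tested compounds on the plate plus 3 SD, cut at about 37% in these data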;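 further: 0% = orexin A challenge wells and 100% = SB-334867-A antagonist wells; not every result past the cut was called active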
Starred values were filed as active, the others as inactive.

Below each SMILES: OX1R antag-2 | OX1R antag-1
CC(C)CCOC(=O)c1c(N)n(CC2CCCO2)c2nc3ccccc3nc12 (stereo not given)
    -48 | 41
O=C1NC(=O)C(CCc2ccncc2)(CCc2ccncc2)C(=O)N1Cc1ccc(F)cc1
    -28 | 13
COC(=O)C1=C(c2ccccc2)C[C@@H]2CC[C@H]1N2C(=O)NC1CC1
    -8 | 16
Oc1cccc2nc3ccccc3nc12
    -26 | 20
CN1C(=O)N(C)C(=O)C2(Cc3cc(NC(=O)c4ccccc4Cl)ccc3N3CCCC32)C1=O (stereo not given)
    8 | 25
CN(C)c1ccc(/C=C2/C(=O)NC(=O)N(Cc3ccco3)C2=O)cc1
    8 | -4
CCCN1CCc2cccc3c2[C@H]1Cc1ccc(O)c(O)c1-3
    29 | 36
COC(=O)N1CCN(C(=O)Cc2ccc(Cl)c(Cl)c2)C(CN2CCCC2)C1 (stereo not given)
    -14 | 11
Cc1cccn2c(=O)c3c(nc12)N1CCCCCC1C1(C3)C(=O)N(C)C(=O)N(C)C1=O (stereo not given)
    -28 | 2
Cc1ccccc1CN1CCCN(Cc2ccc(Cl)cc2)S1(=O)=O
    -5 | 0
CC(C)[C@H]1C(=O)O[C@H](C(C)C)C(=O)N(C)[C@@H](C(C)C)C(=O)O[C@H](C(C)C)C(=O)N(C)[C@@H](C(C)C)C(=O)O[C@H](C(C)C)C(=O)N1C
    -4 | 14
CCCC12CN3CC(CCC)(CN(C1)C3c1ccccn1)C2=O (stereo not given)
    -21 | 2
CC12CCC3C(CC=C4CC(O)CCC43C)C1C/C(=C\c1ccccc1F)C2=O (stereo not given)
    -27 | 0
Cc1nc2cc(C(F)(F)F)ccc2n1C1CCN(Cc2nnnn2CCc2ccccc2)CC1
    -19 | 4
CCOC(=O)C1(c2ccccc2)CCN(CCC(=O)Nc2ccccc2OC)CC1
    -39 | -9
Cc1ccccc1OCCN=Cc1c(O)n(C)c(=O)n(C)c1=O
    -2 | 6
COc1ccc(N2C(=O)/C(=C/c3ccc(C)o3)C(=O)NC2=S)c(OC)c1
    2 | 4
O=C(Cc1ccccc1)Oc1ccc(N2C(=O)C3CCCCC3C2=O)cc1 (stereo not given)
    -21 | 9
COc1ccc2[nH]c(C)c(CCN3CCC(=O)C(C)C3C)c2c1 (stereo not given)
    -23 | -5
CC(=NCc1ccc(F)cc1)c1c(O)n(C)c(=O)n(C)c1=O
    -24 | 11
Oc1ccc(CC2(N3CCCC3)CCCCC2)cc1
    3 | 12
CCCCn1c(=O)c(C(=O)Nc2ccccc2F)c(O)c2ccccc21
    -12 | 6
O=C1CN=C(c2cccs2)c2c(sc3c2CCCC3)N1
    9 | 19
COC(=O)C1=C(c2ccc(OC(F)(F)F)cc2)C[C@@H]2CC[C@H]1N2C(=O)NCc1ccc(F)cc1
    -13 | 4
CN(C)C(=O)Oc1ccc(-c2nnco2)cc1
    -5 | 18
COc1ccc(C(=O)N2CCC3(CC2)OCCO3)cc1
    -8 | 12
N#CC1=C(N)Oc2c(c(=O)sc3ccccc23)C1c1ccncc1 (stereo not given)
    -17 | 16
CN1C(=O)/C(=C\c2ccc(Br)s2)C(=O)NC1=S
    11 | 42
CC(C)(O)C(=O)Nc1ccc([N+](=O)[O-])c(C(F)(F)F)c1
    4 | 8
COC(=O)c1ccccc1N=Cc1c(O)[nH]c(=O)[nH]c1=O
    -2 | -8

By substructure, the entries above with a Cl atom
Below each SMILES: OX1R antag-2 | OX1R antag-1
CN1C(=O)N(C)C(=O)C2(Cc3cc(NC(=O)c4ccccc4Cl)ccc3N3CCCC32)C1=O (stereo not given)
    8 | 25
COC(=O)N1CCN(C(=O)Cc2ccc(Cl)c(Cl)c2)C(CN2CCCC2)C1 (stereo not given)
    -14 | 11
Cc1ccccc1CN1CCCN(Cc2ccc(Cl)cc2)S1(=O)=O
    -5 | 0

Next section.
Below each SMILES: OX1R antag-2 | OX1R antag-1
CCCc1[nH]nc2c1C1(C(=O)N(CC(N)=O)c3ccccc31)C(C(=O)OC)=C(N)O2 (stereo not given)
    -5 | 2
FC(F)(F)c1ccc(NC2=NCCCS2)cc1
    -3 | 9
O=C1NC(=O)N(CCc2ccc(F)cc2)C(=O)/C1=C/C=C/c1ccccc1
    -7 | 10
CCN(CC)CCN=Cc1c(O)n(CCc2ccccc2)c(=O)[nH]c1=O
    -18 | 15
CN(C)c1ccc(C=C2C(=O)NC(=S)NC2=O)cc1[N+](=O)[O-]
    10 | 14
COC(=O)C1=C(c2ccc(S(C)(=O)=O)cc2)C[C@@H]2CC[C@H]1N2C(=O)NCc1ccc(F)cc1
    -1 | 12
CC1=C(C(=O)Nc2ccccc2)S(=O)(=O)CCO1
    8 | 24
CCC(COC(=O)NC)NC(=O)Oc1ccccc1 (stereo not given)
    -21 | 7
CCN(CC)C(=O)c1ccc(NC(=O)c2ccc(N3CCCC3=O)cc2)cc1
    -27 | 9
O=c1c(C=NCCN2CCNCC2)c(O)n(C2CCCCC2)c(=O)n1C1CCCCC1
    -22 | 5
CCC1C=CC=CC[C@H](C)[C@@H](O)[C@](C)(O)C(=O)[C@@H](C)[C@H](O)[C@@H](C)C(=O)[C@H](C)[C@@H](O)[C@H](C)C=CC(=O)OC2[C@@H](C)C(CC1)OC1(CC[C@@H](C)C(C[C@H](C)O)O1)[C@@H]2C (stereo not given in full)
    -23 | 39
O=c1c2ccccc2nc(-c2ccccc2Cl)n1-c1ccc(O)cc1
    -14 | 10
OCC#CC[N+]1(CC#Cc2ccccc2)CCCC1
    -16 | 14
CCOC(=O)C1=C(N)OC2=C(C(=O)CCC2)C12C(=O)N(CC(N)=O)c1ccccc12 (stereo not given)
    -9 | 19
Cc1cc(C=C2C(=O)NC(=S)NC2=O)c(C)n1-c1ccc2c(c1)OCO2
    -1 | 24
C=C1[C@H]2CC[C@H]3[C@]4(C)C[C@H](O[C@@H]5OC(CO)[C@@H](OSOOO)[C@H](OS(=O)(=O)O)[C@H]5OC(=O)CC(C)C)C[C@@H](C(=O)O)[C@H]4CC[C@]3(C2)[C@H]1O (stereo not given in full)
    -7 | 3
Cc1[nH]c2ccc(OC(F)(F)F)cc2c1CCNCc1cccc([N+](=O)[O-])c1
    14 | 11
Cc1ccccc1OCCCn1cc(C(=O)C(=O)N2CCOCC2)c2ccccc21
    -25 | 10
Cc1c2cnn(CC(=O)N3CCC4(CC3)OCCO4)c(=O)c2c(C)n1Cc1ccccc1Cl
    5 | 5
COc1cc2c(cc1OC)C(C(=O)NCCC(C)C)C1CCCCN1C2=O (stereo not given)
    -13 | 9
CC(Cc1ccc(O)cc1)NCC(O)c1cc(O)cc(O)c1 (stereo not given)
    -5 | 11
C=CCn1c(O)c(C(CC)=Nc2cccc(C(=O)O)c2)c(=O)[nH]c1=O
    -12 | -2
COc1ccc(C2=CC(c3ccc(OC)c(OC)c3)c3c(c4ccccc4oc3=O)O2)cc1OC (stereo not given)
    -36 | 24
COc1ccc(CC(C)NCCc2ccc(OC)c(OC)c2)cc1 (stereo not given)
    -24 | 6
Clc1ccc2c(c1)C(c1ccccc1Cl)=NCc1nnc(N3CCN(CCSc4ccccc4)CC3)n1-2
    -30 | -16
Cc1ccc2[nH]c(C)c(CCNCc3ccco3)c2c1
    -15 | 5
CCOc1cc2[nH]c(=S)n(CCCC(=O)N3CCC4(CC3)OCCO4)c(=O)c2cc1OCC
    -28 | 17
O=C1NC(=O)C(=Cc2ccc(OCC(=O)N3CCOCC3)cc2)C(=O)N1
    -13 | 11
CCCCCc1nc2c(c(=O)c3ccccc3n2C)c(=O)n1C1CCCCCC1
    -8 | 19
CN(C)CCCN=Cc1c(O)n(CCc2ccccc2)c(=O)[nH]c1=O
    -21 | 17
CC(C)NS(=O)(=O)c1ccc(OCC(=O)N2CCN(Cc3ccc4c(c3)OCO4)CC2)c(Cl)c1
    -14 | 11
C[C@@H]1CC2(CCCC[N+]2(C)C)C[C@H]1C
    -1 | 12
CCOC(=O)C1C2c3ccccc3O[C@@]1(C)N=C1SCC(=O)N12 (stereo not given in full)
    -12 | 8
CC(C)(C)c1o[nH]c(=O)c1CC(N)C(=O)O (stereo not given)
    5 | 15
CC(C)(C)NC(=S)/N=C(\N)N[N+](=O)[O-]
    -6 | 8
COC(=O)C1=C(c2ccccc2OCc2ccccc2)C[C@@H]2CC[C@H]1N2C(=O)NCCOc1ccc(OC)cc1
    -14 | 14
CCC(=NCc1cc(OC)cc(OC)c1)c1c(O)n(C2CCCCC2)c(=O)[nH]c1=O
    -24 | 6
O=C(O)Cc1cnc[nH]1
    5 | 12
[O-]c1ccccc1-[n+]1c(-c2ccccc2)cc(-c2ccccc2)cc1-c1ccccc1
    45 | 16
Cc1ccsc1C(=O)C1CCCN(Cc2ccc(O)cc2)C1 (stereo not given)
    -33 | 4
CN1CC(C(=O)c2cccc(C(F)(F)F)c2)C(c2ccc(Cl)cc2)C1 (stereo not given)
    -18 | 9
Cc1c(N=Nc2c(O)[nH]c(=O)[nH]c2=O)c(=O)n(-c2ccccc2)n1C
    4 | 35
O=C(O)COc1ccc(Cl)cc1Cl
    -5 | 13
c1ccc(CCN2CCC3(CC2)OCCO3)cc1
    -3 | 17
COC(=O)C1=C(c2ccc(C(C)=O)cc2)C[C@@H]2CC[C@H]1N2C(=O)NCC1CC1
    3 | 7
COc1ccc(NC(=O)N2C[C@@H]3C[C@@H](C2)c2cccc(=O)n2C3)cc1
    -8 | 10
CCn1c(=O)n(CC)c2cc([N+](=O)[O-])c(N3CCNCC3)cc21
    0 | 29
COc1ccc(CCn2c(O)c(C=NCCN3CCCCC3)c(=O)[nH]c2=O)cc1OC
    -4 | 9
CCCCCSc1cc(OC)c(CCN)cc1OC
    -11 | 2
CCCNC(=O)N1[C@H]2CC[C@@H]1C(C(=O)OC)=C(c1ccc(C(C)=O)cc1)C2
    7 | 0
Cc1cc(O)c2c(c1)OC(C)(C)C1=C2CC(C)CC1 (stereo not given)
    -21 | 5
O=[N+]([O-])NC1=NCN(Cc2ccco2)CN1Cc1ccco1
    -11 | 9
CN1CCN(c2cc(N3CCCC3)c([N+](=O)[O-])cc2F)CC1
    -18 | 67
O=C(N/N=C/c1c(O)n(Cc2ccccc2)c(=O)[nH]c1=O)c1ccccc1
    1 | 20
NC(=O)Cn1cc(C(=O)c2ccccc2F)c2ccccc21
    -14 | 25
C[C@]12CCC3C(CC[C@H]4C[C@@H](O)CC[C@]34C)C1CC[C@@H]2OC(=O)[C@H](N)CCCCN (stereo not given in full)
    11 | 3
C=C(C=O)C[C@@H]1C[C@H](O)C2OC3C[C@]4(C)OC5/C=C\CC6OC7C(CC=CCC6OC5CCCC4OC3CC2O1)OC1CC2OC3CC(=O)OC3C[C@@H](C)C[C@@]2(C)OC1C[C@@H]7C (stereo not given in full)
    38 | 10
COc1ccccc1NC(=O)N1C[C@@H]2C[C@@H](C1)c1cccc(=O)n1C2
    -4 | 11
Cn1c(O)c(C(=O)c2ccccc2F)c(=O)n(C)c1=O
    -19 | 13
CCSC(=O)N1CCCCCC1
    -21 | 2

Next section
Below each SMILES: OX1R antag-2 | OX1R antag-1
CCCCn1c(O)c(C(C)=NCc2ccc(F)cc2)c(=O)[nH]c1=O
    -14 | 10
OCCNCCc1c[nH]c2ccc(OCc3ccccc3)cc12
    -18 | 3
COc1cc(OC)c(OC)cc1CNCCc1ccc2c(c1)OCO2
    -30 | 13
Cc1ccc(NP(=O)(Oc2ccccc2F)Oc2ccccc2F)cc1C
    -26 | 14
CC(C)CNc1c2c(nc3ccccc13)CCC2
    -9 | 4
CCCc1nc2ccccc2c(=O)n1-c1ccc(OC)cc1
    -24 | 15
O=C1CC(=O)N(Cc2ccccc2)C(=O)N1CCCCCCN1C(=O)CC(=O)N(Cc2ccccc2)C1=O
    9 | 10
CC(=O)Nc1ccccc1C(=O)OCC(=O)c1ccc2ccccc2c1
    44* | 27
O=[N+]([O-])CCO
    -15 | 4
CCCN(CCC)C(=O)Cc1c(-c2ccc(Cl)cc2)nc2c(Cl)cc(Cl)cn12
    -14 | 16
O=C(Nc1ccccc1Cl)OC1CN2CCC1CC2 (stereo not given)
    -24 | 4
N[C@@H]1CC[C@@]2(O)[C@H]3Cc4ccc(O)c5c4[C@@]2(CCN3CC2CC2)C1O5 (stereo not given in full)
    -10 | 8
COCCOC(=O)C1=C(N)OC(C)=C(C(=O)OC)C12C(=O)Nc1ccccc12 (stereo not given)
    -9 | 12
CSc1nc2ccc(C)cc2c(=O)n1-c1cccnc1
    -24 | 7
COc1ccc(-n2c(=O)[nH]c3ccccc3c2=O)c(OC)c1
    -12 | -2
O=C(Nc1ccc(Cl)cc1)Nc1nccs1
    -7 | 44
CCOc1ccc(C2(C#N)CC[N+](C)(C)CC2)cc1
    -13 | 23
O=C(c1ccccc1)c1cn(CC(=O)N2CCOCC2)c2ccccc12
    -12 | 10
c1cncc(CNC2CCCC2)c1
    -4 | 19
C[C@]12CCC3C(CC[C@H]4CC(=O)CC[C@]34C)C1CCC2=O (stereo not given in full)
    -5 | 7
Cc1ccc(Cn2nnnc2CN2CCC(n3nnc4ccccc43)CC2)cc1
    -22 | 22
Cc1ccc(C2(O)CCN3CCCCC32)cc1 (stereo not given)
    -9 | 13
FC(F)(F)c1ccc(CN2CCNCC2)cc1
    -9 | 6
CC(C(=O)Nc1ccc(Br)cc1C(=O)c1ccccc1)N1CCCCC1 (stereo not given)
    -40 | 11
COc1cccc(NP(=O)(Oc2ccccc2Cl)Oc2ccccc2Cl)c1
    -19 | 9
CC(=O)OCC(=O)[C@H]1CC[C@H]2[C@@H]3CC[C@H]4C[C@H](O)CC[C@]4(C)[C@H]3C(=O)C[C@]12C
    -17 | 8
COC(=O)C(Cc1ccc(N(CCCl)CCCl)cc1)N=Cc1ccccc1O (stereo not given)
    0 | 14

A portion of the library, so the mix of outcomes need not match the whole.
